AMA1-RON2 inh: qHTS for Inhibitors of AMA1-RON; Towards Development of Antimalarial Drug Lead: Primary Screen; Plasmodium falciparum AMA1 (3D7) - RON2 peptide interaction; Potency, µM (highest dose often 58.2 µM), without a hit: at the highest dose activity change, negative = inhibition, actives largely listed as inhibitors; AlphaScreen AMA1-biotinylated RON2 peptide binding; 360,000 compounds, 0.2% hits;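 note: 0% = vehicle wells and -100% = peptide control; nearly all actives have a fitted effect of over 45% in size; some results filed as inactive show a strong effect at the top dose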
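AMA1 (3D7) with his tag at 25 nM final met compounds first, then biotinylated RON2 peptide at 25 nM; detection used donor plus acceptor beads, 10 µg/mL apiece, read by AlphaScreen after 30 min at room temperature.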
TbPYK inhibitor: qHTS of Trypanosoma Brucei Inhibitors | TbPYK enzyme, Kinase-Glo Plus ATP luminescence, 45 min | pyruvate kinase (Trypanosoma brucei), Q57TT1 | 410,000 compounds, 0.12% hits | Potency, µM (series often up to 76.8 µM), inactives show at the top dose activity, negative = inhibition, most hits filed as inhibitors; note: nearly all actives have a fitted effect of over 50% in size
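Readout: single end-point luminescence (Kinase-Glo Plus, 10 min). Reaction conditions were TbPYK/substrate plus 130 uM ADP, 45 min at RT, pH 7.2 TEA buffer. No-enzyme wells served as controls, and data were normalized before concentration-response fitting.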
Starred values were filed as active, the others as inactive; u = inconclusive; [ ] = another dose, or the depositor's remark. Calls come from the whole dose curve; as a rule, active = well fitted curve in the direction sought with a large enough effect; inconclusive = small, poorly fitted or top-dose-only effect, or another doubt; inactive = no such curve, though single readings can be large; an effect the other way counts as inactive or inconclusive. Unless noted, % is set by controls: 0 for no effect and ±100 for the full control effect; potency is the fitted concentration of half-maximal effect. A portion of the library (hit frequency here may not be typical).

SMILES | AMA1-RON2 inh | TbPYK inhibitor
NC(Cc1ccc(Cl)cc1)c1csc(Nc2ccc(C(F)(F)F)cn2)n1 (stereo not given) | 70%[activator] | -3%
Cc1ccc([C@H]2C[C@H](O)[C@@H](n3cc(-c4ccc(F)cc4)nn3)CN2Cc2cccs2)cc1 | -7% | 4%
CC(C)(C)S(=O)N1Cc2cc(=O)n(Cc3ccccc3)c(CCO)c2[C@H]1CCO (stereo not given in full) | -3% | 0%
COc1ccc(NC(=O)N(C)C[C@H]2Oc3ccc(NC(=O)CCN4CCOCC4)cc3C(=O)N([C@@H](C)CO)C[C@H]2C)cc1 | 2% | -11%
CC(=O)c1c(C)[nH]c(C(=O)COC(=O)c2ccc(C)s2)c1C | -4% | 2%
CN(Cc1ccccc1)C(=O)c1cccc(NC(=O)Cc2ccc(NC(=O)C3CCN(C(=O)CCc4ccccc4)CC3)cc2)c1 | -19% | -1%
CC(=O)C[C@@H](O)CC(=O)[C@@H]1OC(=O)[C@@H](C)CCCCc2ccccc21 | 5% | -2%
CCCCN1CC(COCc2ccccc2)Oc2cccc(Oc3ccc(C)cc3)c2S1(=O)=O (stereo not given) | 7% | -1%
COc1ccc(OC)c(-c2cc(C(=O)N/N=C/c3cc(OC)c(OC)cc3OC)c3ccccc3n2)c1 | 37%[activator] | -3%
CN1CCN(C(=O)C2Cc3c(-c4ccc5c(c4)OCO5)ccnc3O2)CC1 (stereo not given) | -1% | -4%
CCOc1cccc(-c2cnc3cccnn23)c1 | 26% | 5%
COc1cccc(NC(=O)CSc2cccc[n+]2[O-])c1 | 5% | -2%
CCCCCCN1C[C@H](n2cc(C3CC3)nn2)[C@@H](O)C[C@@H]1c1ccc(C)cc1 | -10% | -1%
CCOC(=O)C1(C)CCCN1C(=O)c1ccccc1OC (stereo not given) | -6% | 0%
Cc1cc(C)n2c(Nc3c(C)cccc3C)c(-c3cccnc3)nc2n1 | -1% | 2%
Cc1ccc(NC(=O)C2CC2)cc1S(=O)(=O)N1CCOCC1 | -3% | 2%
O=C1CCC[C@@H]2C[C@@]3(C[C@@H]4CCN1[C@H]24)Nc1cc(Cl)ccc1NC3=NC1CCCCC1 | -16% | 3%
Nc1nc(N)c2cc(S(=O)(=O)c3cccc(C(F)(F)F)c3)ccc2n1 | 4% | 6%
O=C(NCc1ccco1)c1cc(-c2ccccc2)nn1CC1CC(c2cccnc2)=NO1 (stereo not given) | 2% | 1%
COc1ccc(-n2nnc3c(SCC(=O)N4CCCc5ccccc54)ncnc32)cc1 | -20% | 3%
COc1ccc(-c2cccc(-c3nc4ccc(Cl)cn4c3NC3CCCCC3)c2)cc1 | 0% | 2%
O=C1NCN(c2ccccc2)C12CCN(C(c1ccnc3ccccc13)c1nnnn1C1CCCCC1)CC2 (stereo not given) | -2% | 2%
COc1ccccc1-c1cnc(C(O)c2ccc(F)c(C)c2)[nH]1 (stereo not given) | -5% | -1%
CCCCS(=O)(=O)NC(=O)C1(C)CCN1C(=O)C/C=C/c1ccccc1 (stereo not given) | -2% | 0%
CN1OC[C@@H]2CN(C(=O)Nc3ccccc3)[C@H](c3ccc(N4CCCCC4)cc3)C[C@@H]21 | -2% | -6%
C=CCN(Cc1cccs1)C(=O)COc1ccc2c(c1)OCO2 | -21% | -3%
C[C@@H]1CN([C@H](C)CO)C(=O)c2cc(NC(=O)Nc3ccc(C(F)(F)F)cc3)ccc2O[C@H]1CN(C)C(=O)Nc1ccc(F)cc1 | 0% | 2%
CCCCC(=O)c1ccc(OC(=O)c2ccc([N+](=O)[O-])cc2)cc1 | -19% | 1%
CC1(C(=O)Nc2ccc(F)c(Cl)c2)Cc2c(-c3ccccc3)ccnc2O1 (stereo not given) | -4% | -4%
COc1ccc(C(=O)Nc2nc(OCC(F)(F)F)cnc2/C=C\c2ccccc2)c(OC)c1 | 21% | 6%
CCOC(=O)c1cc(OC(C)=O)c2ccc(OC)c(OC)c2c1 | 27% | 2%
CC(C)C[C@H]1CNC(=S)N1CC1CCN(CCCC2CCCC2)CC1 | 9% | -4%
NC(=O)C1CCN(C(=O)c2cc(-c3ccc(Cl)cc3)nc3ccccc23)CC1 | 11% | 3%
CC1(C)CC(NC(=O)c2cc(S(=O)(=O)N3CCOCC3)ccc2Cl)CC(C)(C)N1 | 9% | 0%
Cc1cccc(C(=O)Nc2c(C(=O)N3CCN(C)CC3)cnn2-c2ccccc2)c1 | 13% | -7%
O=C(NN=Cc1ccc(F)cc1)c1cccc(S(=O)(=O)N2CCCC2)c1 | 0%[11.6 µM] | 2%
CC(C)N(C(=O)[C@H]1C[C@H](CC(=O)NC(C)(C)C)C(=O)N2CCc3c([nH]c4cc(-c5ccco5)ccc34)[C@]12C)C(C)C | u | -4%
COc1cccc(-c2ccc(C3=CC(=O)CC(C)(C)C3=O)cc2)c1OC | -27% | -11%
CC1(c2nnnn2Cc2ccccc2)CCC(=O)N1CCc1c[nH]c2ccccc12 (stereo not given) | -6% | -4%
CN(CCc1ccccc1)C(=O)c1ccc(NC(=O)Cc2ccc(NC(=O)C3CCN(C(=O)C4CCCCC4)CC3)cc2)cc1 | u | 3%

In the list so far, 2 contain an aryl thioether with sulfur outside any ring:
SMILES | AMA1-RON2 inh | TbPYK inhibitor
COc1cccc(NC(=O)CSc2cccc[n+]2[O-])c1 | 5% | -2%
COc1ccc(-n2nnc3c(SCC(=O)N4CCCc5ccccc54)ncnc32)cc1 | -20% | 3%

The list continues.
SMILES | AMA1-RON2 inh | TbPYK inhibitor
O=C(Cn1cnc2c(NCc3ccccc3)ncnc21)NCc1ccc2c(c1)OCO2 | 0% | -3%
C[C@]12CCC3C(CC[C@H]4C[C@@H](O)CC[C@]34C)C1CCC2=O (stereo not given in full) | -3% | 1%
O=C(O)c1ccccc1NC(=O)C(c1ccccc1)c1ccccc1 | 9% | -1%
Cc1ccn2c(CC(C)(C)C)c(-c3ccc(F)cc3)nc2c1 | u | -2%
CCCCCC(=O)N1C[C@H](O)[C@@H](n2cc(C3CC3)nn2)C[C@@H]1c1ccc(C)cc1 | 7% | 7%
O=C1NC[C@H](Cc2ccccc2)N(C[C@H]2CCCN2C[C@H](Cc2ccccc2)N2C[C@H](Cc3ccccc3)N(CCc3ccccc3)C(=O)C2=O)C1=O | -1% | 1%
CC(C)(C)[C@H]1COC(=O)[C@H](Cc2ccc(F)cc2)CC/C=C/C[C@@H](CC(=O)N[C@H](CO)Cc2ccccc2)C(=O)N1 | 4% | 7%
CCn1c2ccccc2c2nnc(SCN3C(=O)c4ccccc4C3=O)nc21 | -3% | -11%
COCCNC(=O)C1(C)Cc2c(-c3cccc(C(F)(F)F)c3)ccnc2O1 (stereo not given) | 13% | 2%
Cc1ccccc1Oc1ccc2c(c1)[C@@H]1C[C@H](N(C)C(=O)Nc3cc(Cl)cc(Cl)c3)[C@H]([C@H](C)O)C(=O)N1CC2 | -4% | -13%
O=C(NN=Cc1ccc2c(c1)OCO2)c1ccc([N+](=O)[O-])cc1 | -2% | 6%
COc1ccc(S(=O)(=O)NC(=O)C2(C)CCN2C(=O)Cc2cc(C)cc(C)c2)cc1 (stereo not given) | 1% | -5%
CCc1nc(N)c(C#N)c(-c2cccn2C)c1C | -13% | 1%
COc1ccccc1N1CCN(CCCCN2C(=O)C3CCCN3C2=O)CC1 (stereo not given) | 13% | -4%
OCCOCCn1c(CCNc2nc(-c3ccc(Cl)cc3)cs2)nc2cc(Cl)c(Cl)cc21 | 24% | -6%
COc1ccc(S(=O)(=O)Cc2ccc(C(=O)N3CCN(c4ncccn4)CC3)o2)cc1 | -6% | -5%
COc1ccc(CCC(=O)OCc2csc(CC(=O)Nc3ccc(C)cc3)n2)cc1OC | 11% | 0%
Cc1cc(C)c2nc3sc(=Cc4ccc(-c5ccccc5C(=O)O)o4)c(=O)n3c2c1 | -13% | -17%
CN1CCN(C(=O)N(c2ccccc2)c2ccccc2)CC1 | -4% | 10%
O=C(CN1C(=O)C2(OCCO2)c2cc(Br)ccc21)NO | 49%[activator] | 2%
CC(C)(C)c1ccc(CC(=O)N2CCC2(C)C(=O)NCc2cccc3ccccc23)cc1 (stereo not given) | 0% | -3%
N#CCc1ccnc2ccccc12 | -4% | 2%
CCC(C)[C@H](NS(=O)(=O)c1ccc(F)cc1Br)C(=O)OC (stereo not given in full) | -2% | 4%
CCOc1ccc2nc(N/C(N)=N/S(=O)(=O)c3ccc(C)cc3)nc(C)c2c1 | 4% | -9%
CC(C)c1ccc(C=NNc2ccc([N+](=O)[O-])cn2)cc1 | 78%[activator] | -7%
Cc1ccc(CNCCCn2cnc3c(OCc4ccccc4)ncnc32)o1 | 0% | 2%
Cn1cnc([N+](=O)[O-])c1S(=O)(=O)Oc1cccc2ccccc12 | 0% | 1%
CCCCN1C(=O)c2ccc(C(=O)OCC(=O)NCCc3ccc(S(N)(=O)=O)cc3)cc2C1=O | -9% | -2%
C[C@@H]1NC(=O)N[C@@H]1CCCCCC(=O)O | u | -3%
OC(c1ccc(F)c(F)c1)c1nc(-c2cncnc2)cs1 (stereo not given) | -8% | -1%
COc1cc(C#N)c(NC(=S)N2CCN(C(=O)c3ccco3)CC2)cc1OC | 79%[activator] | 27%
CCC(=O)OC1(C(C)=O)CCC2C3CCC4=CC(=O)CCC4(C)C3CCC21C (stereo not given) | 0% | 6%
COc1cccc(C#CC2=CC(=O)C[C@H](c3ccc(F)cc3)C2)c1 | -2% | 0%
O=S1(=O)CC(N2CCN(CC3CC3)CC2)CN1CCc1ccccc1 (stereo not given) | -6% | -14%
Nc1ccc2c(c1)[nH]c(=O)c1cc(N)ccc12 | -7% | -7%
CCCCOc1ccc(C(=O)OCC(=O)N2CCCCCC2)cc1 | -10% | -11%
O=C1NC(Cc2ccccc2)c2nc3ccc(Cl)cc3c(=O)n2-c2ncccc21 (stereo not given) | 1% | 3%
Cc1cc(F)ccc1-c1cc(C(=O)Nc2ccc(F)cc2)[nH]n1 | -6% | -4%
O=S(=O)(O)c1cccnc1SCc1ccccc1 | -9% | -11%
N#C[C@H](O[C@@H]1O[C@H](CO[C@@H]2O[C@H](CO)[C@@H](O)[C@H](O)[C@H]2O)[C@@H](O)[C@H](O)[C@H]1O)c1ccccc1 | 11% | 0%
COc1ccc(-c2ccc(N3C(c4cc(OC)cc(OC)c4)=Cc4ccc(OC)cc4C3CC(C)=O)cc2)cc1 (stereo not given) | 5% | -3%
COc1ccc(C(=O)OCC(=O)Nc2cccc(S(=O)(=O)N3CCCCCC3)c2)cc1[N+](=O)[O-] | 9%[11.6 µM] | 7%
Cc1ccc(Cc2c(-c3cccc(Cl)c3)nc3ccc(Cl)cn23)cc1 | -1% | -3%
COC(=O)c1ccc2c(c1)NC(=O)C1CCCN21 (stereo not given) | 8% | u
CC(Sc1ccc(Cl)cc1)C(=O)NNC(=O)c1ccco1 (stereo not given) | 64%[activator] | 0%
Clc1ccc(CSc2ncnc3c2ncn3C2CCCCO2)cc1 (stereo not given) | -3% | 8%
CCC(CO)Oc1cc(NC(=O)c2ccc(Cl)cc2)c2ncn(C(C)C)c2c1 (stereo not given) | 6% | -7%
COc1ccc(CCNC(=O)Nc2ccc3c(c2)c(=O)n(C)n3C)cc1OC | 13% | 1%
O=C(Nc1cc(C2CC2)nn1-c1ccccc1)c1ccc(F)cc1 | 3% | 2%
C/C=C/c1cccc(-c2nc(C(=O)N3CCCCC3)cc3c2[C@H](CCO)N(C(=O)NC(C)C)C3)c1 | 3% | 3%

Compounds above with a Cl atom (13):
SMILES | AMA1-RON2 inh | TbPYK inhibitor
NC(Cc1ccc(Cl)cc1)c1csc(Nc2ccc(C(F)(F)F)cn2)n1 (stereo not given) | 70%[activator] | -3%
O=C1CCC[C@@H]2C[C@@]3(C[C@@H]4CCN1[C@H]24)Nc1cc(Cl)ccc1NC3=NC1CCCCC1 | -16% | 3%
COc1ccc(-c2cccc(-c3nc4ccc(Cl)cn4c3NC3CCCCC3)c2)cc1 | 0% | 2%
CC1(C(=O)Nc2ccc(F)c(Cl)c2)Cc2c(-c3ccccc3)ccnc2O1 (stereo not given) | -4% | -4%
NC(=O)C1CCN(C(=O)c2cc(-c3ccc(Cl)cc3)nc3ccccc23)CC1 | 11% | 3%
CC1(C)CC(NC(=O)c2cc(S(=O)(=O)N3CCOCC3)ccc2Cl)CC(C)(C)N1 | 9% | 0%
Cc1ccccc1Oc1ccc2c(c1)[C@@H]1C[C@H](N(C)C(=O)Nc3cc(Cl)cc(Cl)c3)[C@H]([C@H](C)O)C(=O)N1CC2 | -4% | -13%
OCCOCCn1c(CCNc2nc(-c3ccc(Cl)cc3)cs2)nc2cc(Cl)c(Cl)cc21 | 24% | -6%
O=C1NC(Cc2ccccc2)c2nc3ccc(Cl)cc3c(=O)n2-c2ncccc21 (stereo not given) | 1% | 3%
Cc1ccc(Cc2c(-c3cccc(Cl)c3)nc3ccc(Cl)cn23)cc1 | -1% | -3%
CC(Sc1ccc(Cl)cc1)C(=O)NNC(=O)c1ccco1 (stereo not given) | 64%[activator] | 0%
Clc1ccc(CSc2ncnc3c2ncn3C2CCCCO2)cc1 (stereo not given) | -3% | 8%
CCC(CO)Oc1cc(NC(=O)c2ccc(Cl)cc2)c2ncn(C(C)C)c2c1 (stereo not given) | 6% | -7%

Assay outcomes deposited in PubChem BioAssay by National Center for Advancing Translational Sciences (NCATS).
